Screening results deposited in PubChem by several laboratories.
Rin1 Abl inh – inhibitors of Rin1-Abl protein binding, primary screen, biochemical, TR-FRET | actives 0.4% (n = 360,000) | AID 588664, 2011 | Tyrosine-protein kinase ABL1 (Homo sapiens) + Ras and Rab interactor 1 (Homo sapiens), … | inhibition, % at 7.35 µM; in the data active = inhibition above about 5%, passing the limit was not always enough
MsrA act – bovine MsrA enzyme activators, primary screen, biochemical, absorbance, HTS | purified bovine MsrA, absorbance read-out | Methionine sulfoxide reductase A (Bos taurus) | AID 602163, 2012 | actives 0.3% (n = 360,000) | activation, % at 10.6 µM; in the data active = activation above about 7.5%;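 also: 0% = vehicle and 100% = reference activator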
PABP1 MLLE inh – inhibitors of PABP1 MLLE–PAM2 peptide binding, primary screen, biochemical, fluorescence polarization, FITC-PAM2, GST-MLLE; actives 0.36% (n = 360,000); Polyadenylate-binding protein 1 (Homo sapiens), P11940; inhibition, % at 20 µM; AID 588489, 2011; in the data active = inhibition above about 35%, passing the limit was not always enough;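 also: plate controls were DMSO wells with GST-MLLE for no effect and wells lacking GST-MLLE protein for full effect; some results filed as inactive read as strong as hits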
FAS-TE inh – FAS thioesterase domain inhibitors, primary screen, biochemical, fluorescence intensity, uHTS. actives 0.67% (n = 360,000). Fatty acid synthase (Homo sapiens), P49327. recombinant FAS-TE, OMFH fluorogenic substrate, fluorescence endpoint. AID 602261, 2012. inhibition, % at 15 µM;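 active = compounds whose normalised, plate-corrected inhibition of enzyme fluorescence in the single-dose primary screen is 50% or more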;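 also: 0% = DMSO with enzyme and 100% = substrate without enzyme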
E coli Lon inh – inhibitors of E. coli Lon protease, primary screen, biochemical, fluorescence polarization; inhibition, % at 7.94 µM; actives 0.42% (n = 360,000); purified E. coli Lon protease; AID 602123, 2011; in the data active = inhibition above about 13%, passing the limit was not always enough;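 also: 0% = enzyme with probe and DMSO and 100% = no enzyme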
MT1-MMP act inh – blockers of MT1-MMP proenzyme processing, primary screen, HT1080 RFP-PRO-GFP cells, GFP/RFP fluorescence; GFP/RFP ratio fluorescence, overnight; percent of plate control window, DMSO zero; actives 0.061% (n = 360,000); GFP/RFP ratio change, % at 20 µM;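 active = GFP/RFP ratio change of at least 30% with cell ATP level not reduced by more than half and red fluorescence within 50% of control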; also: strong numbers were not always called active
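Material: RFP-PRO-GFP reporter HT1080 cells. Dosing: single-point 20 µM compound, 1% DMSO. Controls: DMSO and RFP-L50D-GFP cell wells. Timing: cells overnight before dosing, compound overnight, 37 °C, 5% CO2. Measure: GFP/RFP fluorescence ratio.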
Neddyl block – inhibitors of cullin neddylation, primary screen, biochemical, TR-FRET, uHTS, NAE and Ubc12. AID 651699, 2012. NEDD8-conjugating enzyme Ubc12 (Homo sapiens) + NEDD8-activating enzyme E1 regulatory …. calls only at 25 µM. actives 0.58% (n = 360,000); in the data active = inhibition above about 36%
Target sequence (P61081 whole entry, looked up): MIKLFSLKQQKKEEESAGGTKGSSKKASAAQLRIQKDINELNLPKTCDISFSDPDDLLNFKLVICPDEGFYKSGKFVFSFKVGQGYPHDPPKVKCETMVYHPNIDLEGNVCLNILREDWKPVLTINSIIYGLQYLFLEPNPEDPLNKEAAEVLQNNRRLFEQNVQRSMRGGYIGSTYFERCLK
Target sequence (Q13564 whole entry, looked up): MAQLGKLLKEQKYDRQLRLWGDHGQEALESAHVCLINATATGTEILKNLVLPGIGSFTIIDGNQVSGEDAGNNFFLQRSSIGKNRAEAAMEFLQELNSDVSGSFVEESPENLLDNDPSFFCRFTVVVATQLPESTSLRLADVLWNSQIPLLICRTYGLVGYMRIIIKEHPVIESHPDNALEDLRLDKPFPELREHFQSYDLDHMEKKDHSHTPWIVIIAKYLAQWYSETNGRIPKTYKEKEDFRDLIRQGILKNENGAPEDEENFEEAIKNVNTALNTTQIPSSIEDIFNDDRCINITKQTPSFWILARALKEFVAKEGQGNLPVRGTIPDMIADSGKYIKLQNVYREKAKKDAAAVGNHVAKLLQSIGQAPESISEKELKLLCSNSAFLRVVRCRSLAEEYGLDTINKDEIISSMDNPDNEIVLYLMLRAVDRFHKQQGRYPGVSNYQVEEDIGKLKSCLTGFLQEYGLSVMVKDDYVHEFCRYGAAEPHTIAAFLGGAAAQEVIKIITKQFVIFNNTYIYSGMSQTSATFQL
SKN-1 block – suppressors of acrylamide-induced Pgst-4::GFP reporter in worms, primary screen, SKN-1 inhibitor project, whole organism, uHTS, GFP/RFP fluorescence ratio, strain VP596; actives 0.49% (n = 360,000); inhibition, % at 21.8 µM; C. elegans VP596 Pgst-4::GFP/RFP ratio, 24 h; AID 624304, 2012;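 active = interference check ratio from 0.5 to 1.5 plus GFP to RFP signal ratio inhibition reaching or exceeding a fixed threshold, cut at about 30% in these data, passing the limit was not always enough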; also: some compounds called inactive have numbers as strong as hits
CendR NRP1 mod – modulators of CendR peptide binding to NRP-1, primary screen, biochemical, fluorescence polarization, uHTS. Neuropilin-1 (Homo sapiens), O14786. FAM-RPARPAR peptide binding to NRP-1. inhibition, % at 25 µM. actives 0.85% (n = 360,000). AID 602438, 2012;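 active = inhibition or corrected inhibition above about 18%, plus a signal ratio from 0.5 to 1.5, limit read from the data, passing the limit was not always enough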; also: strong numbers were not always called active
An asterisk follows results filed as active; i = inactive; x = no result given. The order is random; about 4% have a hit in one of these screens.

SMILES | Rin1 Abl inh | MsrA act | PABP1 MLLE inh | FAS-TE inh | E coli Lon inh | MT1-MMP act inh | Neddyl block | SKN-1 block | CendR NRP1 mod
O=C(O)c1cccc(S(=O)(=O)Nc2cccc(S(=O)(=O)N3CCCCCC3)c2)c1 | 0 | -11 | 0 | -6 | 0 | 2 | i | 0 | 2
CCOC(=O)c1oc2ccc(S(=O)(=O)N3CCOCC3)cc2c1C | 1 | -10 | 5 | -4 | -2 | 0 | i | 2 | 9
CC(NC(=O)c1ccccc1F)c1nnc(SCc2nc3ccccc3c(=O)[nH]2)n1C (stereo not drawn) | 0 | 2 | -8 | -5 | -9 | -2 | i | -3 | 7
Cc1ccsc1/C=N/NC(=O)c1ccccn1 | -6 | -3 | 11 | -9 | 6 | 0 | i | 10 | -6
O=C(O)c1cc(-c2ccccc2)nc2ccccc12 | -2 | -2 | -15 | -5 | -2 | 1 | i | -1 | -1
COc1cccc(C2c3c(oc4ccc(F)cc4c3=O)C(=O)N2CCN2CCOCC2)c1OC (stereo not drawn) | -3 | 0 | 3 | 0 | -3 | 3 | i | 6 | 12
CCOc1ccc2nc(Cl)c(C3CC(c4ccco4)=NN3S(=O)(=O)c3ccccc3)cc2c1 (stereo not drawn) | -1 | -5 | -22 | 53* | 1 | -9 | i | 20 | -42
COCCN(C(=O)c1sc2ccccc2c1Cl)c1c(N)n(CC(C)C)c(=O)[nH]c1=O | 1 | -10 | -3 | 0 | 6 | 1 | i | -10 | -8
Cc1ccc(SCc2[nH]nc3c2C(C(C)C)C(C#N)=C(N)O3)cc1 (stereo not drawn) | -3 | 1 | 19 | 10 | 10 | -7 | i | -9 | 5
CCOc1c(C)cnc2c1c(=O)n(CC(=O)NCC1CCCO1)c(=O)n2C (stereo not drawn) | 2 | -4 | 0 | -9 | -1 | 0 | i | 17 | 1
O=[N+]([O-])c1ccccc1CN1CCN(S(=O)(=O)c2ccccc2)CC1 | 0 | 2 | -14 | 23 | 2 | 2 | i | 4 | 2
CC(=O)Nc1ccnc(-c2cccnc2)n1 | -1 | 1 | -9 | -8 | 1 | 0 | i | 2 | -6
COC(=O)CN1C(=O)[C@H]2[C@@H](c3ccc(C)o3)N3C(=O)CN(Cc4ccccc4)C(=O)[C@@]3(Cc3ccccc3)[C@H]2C1=O | -5 | -1 | -2 | -9 | 2 | 0 | i | 6 | -5
CC(Oc1ccccc1)C(=O)N1CCc2ccccc2C1 (stereo not drawn) | -2 | -2 | 2 | 1 | -6 | -1 | i | 0 | 8
CC1(C)Cc2c(cnn2-c2ccccc2)C(NC(=O)CCCN2CCCC2=O)C1 (stereo not drawn) | -2 | -3 | 4 | -6 | -8 | -1 | i | -5 | 17
NC1=NC(c2ccc([N+](=O)[O-])cc2)N(c2ccc(F)cc2)C(N)=N1 (stereo not drawn) | -2 | -3 | -8 | -6 | 4 | 1 | i | 7 | -8
COC(=O)CCCC1=CC2=C(c3ccccc3)C(=O)C(C)(OC(=O)C3CCCC3)C(=O)C2=CN1CCN1CCOCC1 (stereo not drawn) | -1 | -3 | 40* | -8 | 84* | 5 | i | 13 | 17
CN1OC[C@@H]2CN(C(=O)Nc3ccccc3)[C@H](c3ccc(N4CCCCC4)cc3)C[C@@H]21 | -1 | -2 | 12 | -15 | -2 | 2 | i | 8 | 5
CCOC(=O)c1cnc(SC)nc1Sc1cc(Cl)ccc1Cl | 1 | -11 | 0 | 16 | 12 | -1 | i | -1 | -8
N#Cc1ccc(CN2CCN(C(=O)c3cc(Cl)c4c(c3)OCCO4)CC2)cc1 | 3 | 6 | -1 | -4 | 4 | 2 | i | 9 | 9

Among those listed so far, these have a furan ring, fused or not.
SMILES | Rin1 Abl inh | MsrA act | PABP1 MLLE inh | FAS-TE inh | E coli Lon inh | MT1-MMP act inh | Neddyl block | SKN-1 block | CendR NRP1 mod
CCOC(=O)c1oc2ccc(S(=O)(=O)N3CCOCC3)cc2c1C | 1 | -10 | 5 | -4 | -2 | 0 | i | 2 | 9
CCOc1ccc2nc(Cl)c(C3CC(c4ccco4)=NN3S(=O)(=O)c3ccccc3)cc2c1 (stereo not drawn) | -1 | -5 | -22 | 53* | 1 | -9 | i | 20 | -42
COC(=O)CN1C(=O)[C@H]2[C@@H](c3ccc(C)o3)N3C(=O)CN(Cc4ccccc4)C(=O)[C@@]3(Cc3ccccc3)[C@H]2C1=O | -5 | -1 | -2 | -9 | 2 | 0 | i | 6 | -5

Further entries.
SMILES | Rin1 Abl inh | MsrA act | PABP1 MLLE inh | FAS-TE inh | E coli Lon inh | MT1-MMP act inh | Neddyl block | SKN-1 block | CendR NRP1 mod
CC(C)CCNC(=O)C(c1cccs1)N(CC1CCCO1)C(=O)Cn1nnc2ccccc21 (stereo not drawn) | 2 | -4 | 6 | -4 | -11 | -2 | i | 3 | 8
CCC1CCCCN1CCCNC(=O)c1ccc(N2CCCC2=O)cc1 (stereo not drawn) | 3 | -3 | 8 | -4 | -6 | -183 | i | -10 | 4
COc1ccc(-c2cn[nH]c2-c2ccc(OC)cc2)cc1 | 2 | -1 | -9 | 8 | 10 | -14 | i | 0 | -5
COc1ccc(N(C)S(=O)(=O)c2cccc(C(=O)N3CCN(S(=O)(=O)c4ccc(C)cc4)CC3)c2)cc1 | 1 | -6 | 12 | 52* | -10 | -5 | i | 10 | -18
CCOC(=O)c1c(NC(=O)CN2CCC(C)CC2)sc(C)c1C | -3 | -4 | 2 | 20 | 1 | -7 | i | -7 | 6
COc1ccccc1CN(Cc1nc2ccccc2c(=O)[nH]1)C(=O)Nc1ccccc1C | 3 | 1 | -17 | 1 | -8 | -4 | i | 20 | 2
Cc1ccc(/C=N/NC(=O)CSc2nc3ccccc3o2)cc1 | -3 | -3 | 27 | 16 | -5 | 5 | i | 0 | -1
NC(=O)c1nn(-c2ccccc2)nc1N | -2 | -4 | 7 | -10 | -5 | -15 | x | 18 | -4
CCn1c(CSc2nnc(-c3ccncc3)n2C)nc2cc(C(=O)O)ccc21 | 2 | -8 | 27 | -4 | 6 | 21 | i | 41* | 3
Fc1ccc(C2CC(c3ccccc3)n3ncnc3N2)cc1 (stereo not drawn) | 4 | -5 | -6 | 1 | -1 | 1 | i | 5 | 22
CCN1CCN(C2CCCCC2NS(=O)(=O)c2ccccc2)CC1 (stereo not drawn) | 0 | -1 | 7 | -6 | -6 | -3 | i | 8 | 9
Cc1cc2cc(CNC(=O)c3ccc(Br)o3)ccc2n1C | 6 | -3 | 62* | 0 | 4 | 18 | i | 40 | 13
CCN1CCCC1CNS(=O)(=O)c1cc(Br)cc2c1N(C(=O)C1CC1)CC2 (stereo not drawn) | 0 | 0 | -2 | -7 | -13 | -9 | i | -5 | -10
CC(=O)NC(=S)Nc1ccc(S(=O)(=O)Nc2nc(C)cc(C)n2)cc1 | -1 | -11 | 7 | -8 | -5 | 2 | i | -6 | -7
CCOc1cccc(C2/C(=C(/O)c3ccc4c(c3)CC(C)O4)C(=O)C(=O)N2Cc2ccncc2)c1 (stereo not drawn) | -6 | -3 | 0 | 0 | -1 | -5 | i | 0 | -3
COc1ccc(C(CC(=O)O)NC(=O)COc2ccccc2OC)cc1OC (stereo not drawn) | 1 | -5 | 8 | -8 | -11 | 0 | i | 1 | 9
Cc1ccc2nc(NC3=NCN(Cc4cccnc4)CN3)nc(C)c2c1 | 4 | -1 | 3 | -9 | -4 | 4 | i | 2 | 6
O=C(NCCO)Nc1ccc(Cl)cc1 | 0 | -4 | -4 | -7 | -14 | 2 | i | -3 | 8
CN(C)c1ccc(C=C2C=CC=C2)cc1 | 5 | -5 | -36 | 14 | -174 | 4 | i | 22 | -8
CC1CCCCN1CCCNC(=O)CN1C(=O)c2cccnc2Oc2ccc(Cl)cc21 (stereo not drawn) | 2 | -3 | -15 | -6 | 9 | -1 | i | 14 | 4
O=C(NCCN1C(=O)S/C(=C\c2cccnc2)C1=O)c1ccc(S(=O)(=O)N2CCCC2)cc1 | -2 | -10 | 10 | 1 | -8 | -17 | i | 0 | -5
Nc1nonc1C(=O)N/N=C/c1ccc(-c2cccc([N+](=O)[O-])c2)o1 | -1 | -3 | -1 | 11 | 2 | 2 | i | 3 | 6
Cc1ccc(C)c(-c2csc(-c3cccnc3)n2)c1 | -4 | -1 | -1 | 10 | -12 | -2 | i | 1 | -8
Cc1cccc(/C(N)=N/OC(=O)Cc2ccccc2)c1 | 2 | -1 | 6 | 7 | 6 | 0 | i | 13 | 3
CCOC(=O)/C(C#N)=C\c1ccc2c(c1)OCO2 | -1 | -2 | 6 | -3 | -4 | 9 | i | -9 | 12
O=C(/C=C/c1ccccc1)NNC1=NS(=O)(=O)c2ccccc21 | -2 | -5 | -5 | -7 | -8 | -1 | i | -4 | -5
COc1ccc(-c2csc(NC(=O)c3ccc(N4C(=O)CCC4=O)cc3)n2)cc1OC | 0 | -1 | 3 | 0 | -8 | 2 | i | 3 | -5
CC(NCc1ccccc1Cl)C(=O)Nc1ccc(S(=O)(=O)N2CCCC2)cc1 (stereo not drawn) | -2 | -3 | 2 | -3 | -1 | 13 | i | 5 | -8
COc1ccc(OCCSc2nc(C)nc3ccccc23)cc1 | -6 | 1 | 4 | 23 | -6 | -4 | i | 12 | -2
COc1ccc(C(=O)CCC(=O)Nc2ccc(Cl)cc2)cc1 | 1 | 0 | 9 | 3 | -4 | 4 | i | 13 | 20
O=Cc1cccc2ccc3cccc(C(=O)O)c3c12 | -2 | -2 | -5 | -8 | -6 | 5 | i | -3 | -2
Cc1cccc(/C=N/Nc2ccc3ccccc3n2)c1 | -2 | -4 | -9 | 12 | 1 | 0 | x | 24 | 1
CC(C)CCC(CCN1CCOCC1)c1ccc2c(c1)OCO2 (stereo not drawn) | -2 | -2 | 3 | 10 | -2 | 4 | i | 12 | -6
CN(CCO)c1cc(NCCCN2CCC(Cc3ccccc3)CC2)c2nonc2c1[N+](=O)[O-] | -7 | 1 | -5 | 68* | -4 | 10 | i | -12 | 4
C/C(=N/NC(=O)CNC(=O)c1cccnc1)c1cccc([N+](=O)[O-])c1 | 4 | -8 | 9 | 2 | -5 | 0 | i | -3 | 7
COCc1c(C(=O)N2CCN(c3ccccc3C)CC2)oc2ccccc12 | 1 | -1 | -48 | 22 | 0 | -2 | i | 6 | -9
CCN=C1S/C(=C\c2cc(OCC)c(O)cc2Br)C(=O)N1CC | -2 | -1 | -64 | 1 | -144 | -38 | i | 7 | -22
CC(NC(=O)COC(=O)C1CCN(c2ccc(C(F)(F)F)cn2)CC1)c1ccc(Br)cc1 (stereo not drawn) | -1 | 0 | -10 | 18 | 0 | -3 | i | -8 | -4
COc1ccc(CCNC(=O)COC(=O)CCC(=O)c2cccs2)cc1OC | -1 | 0 | -18 | -9 | -6 | 2 | i | -2 | 11
CC(C)(C)OC(=O)N[C@@H](CC(=O)OCc1ccccc1)C(=O)O | 6 | -2 | -4 | -2 | 5 | -2 | i | -16 | 9
Cc1noc(C)c1CSCC(=O)Nc1nc(-c2ccc(F)c(F)c2)cs1 | -1 | -2 | 14 | 31 | -15 | -8 | i | -16 | -6
